APJ antag = APJ receptor antagonism; P35414; CHO-K1 APJ beta-arrestin complementation, luminescence; inhibition, % at 20 µM; hit rate 0.32% among 330,000; AID 2521;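 active = inhibition above about 40% at 20 µM, limit read from the data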;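 also: cells challenged with 10 nM apelin-13 agonist together with compound; plate controls were apelin-13 plus DMSO wells for no effect and DMSO wells lacking apelin-13 for full effect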
EBI2 block = antagonists of human EBI2 receptor. inhibition, % at 5 µM. hit rate 0.81% among 360,000. P32249. EBI2 beta-arrestin recruitment, luminescence, 7a,25-OHC stimulated. AID 651636; in the data active = inhibition above about 38%;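 also: enzyme fragment complementation signal reports receptor beta-arrestin coupling in cells; 0% = agonist plus DMSO wells and 100% = wells without agonist; some results beyond the cut were filed as inactive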
Target sequence (P32249 whole entry, looked up, the tested form may be a part): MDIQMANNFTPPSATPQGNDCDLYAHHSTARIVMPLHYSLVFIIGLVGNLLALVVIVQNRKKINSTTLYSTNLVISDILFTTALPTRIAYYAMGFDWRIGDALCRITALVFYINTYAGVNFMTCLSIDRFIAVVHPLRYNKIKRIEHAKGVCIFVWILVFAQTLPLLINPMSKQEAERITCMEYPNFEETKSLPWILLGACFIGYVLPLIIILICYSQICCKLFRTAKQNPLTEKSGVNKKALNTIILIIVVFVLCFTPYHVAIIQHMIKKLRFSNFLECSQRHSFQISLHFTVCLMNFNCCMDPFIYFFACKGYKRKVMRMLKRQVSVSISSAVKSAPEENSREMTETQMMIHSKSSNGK
Mdm2-MdmX inh = human Mdm2/MdmX binding inhibition; inhibition, % at 8 µM; hit rate 3% among 330,000; AID 485346; SaOS-2 split-luciferase Mdm2/MdmX complementation, luminescence;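 active = inhibition of at least 50% at 8 µM in the primary screen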
UPR XBP1 act = adaptive UPR (XBP1) activation | CHO-XBP1 luciferase reporter, IRE1-XBP1 UPR activation, luminescence; percent of tunicamycin response, DMSO as zero | activation, % at 20 µM | hit rate 0.33% among 330,000;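 active = versus positive control, 20 µM dose yields 30% or more activation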;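 also: 100% = tunicamycin at 10 µg/mL and 0% = DMSO only wells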
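Signal: luciferase luminescence; Assay system: CHO-XBP1 luciferase reporter cells; Amount: one thousand reporter cells per well; Dosing: 20 µM single concentration, DMSO 1%; Benchmarks: high control tunicamycin 10 µg/mL final, low control DMSO vehicle only; Schedule: 6 h compound exposure at 37 °C, 5% CO2; Evaluation: percent activation relative to tunicamycin reference.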
CHOP UPR activ = activators of apoptotic arm of unfolded protein response (CHOP). CHO-CHOP luciferase reporter, UPR activation, luminescence; percent of tunicamycin response over DMSO baseline. activation, % at 10 µM. AID 449763. hit rate 0.34% among 330,000;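 active = at 10 µM dose, activation of 40% or more, normalized to positive control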;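 also: 100% = tunicamycin at 10 µg/mL and 0% = DMSO alone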
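Assay system: CHO cells with stable CHOP pathway luciferase reporter; Buffer or medium: F12 plus 10% serum; Times: 16-18 h cell attachment, then 6 h compound exposure, 37 °C; Signal: luciferase luminescence; Read-out basis: percent activation relative to tunicamycin control; Control set: tunicamycin high control, DMSO low control.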
tim23-1 inh = tim23-1 yeast growth inhibition; S. cerevisiae tim23-1 growth, BacTiter-Glo luminescence, 24 h; hit rate 1.3% among 330,000; inhibition, % at 20 µM; AID 463212;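 active = growth inhibition of the mutant yeast at or above 50%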;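 also: temperature-sensitive mutant grown at 25 °C; plate controls were DMSO-treated mutant yeast for no effect and medium wells lacking yeast for full effect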
CXCR6 inh = blocks human CXCR6 beta-arrestin recruitment | O00574 | CHO-K1 PathHunter CXCR6 beta-arrestin, luminescence | inhibition, % at 20 µM | hit rate 0.36% among 360,000 | AID 602244; in the data active = inhibition above about 34%, passing the limit was not always enough;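 also: antagonist mode with CXCL16 agonist at 10 nM final; 0% = 10 nM CXCL16 with DMSO and 100% = unstimulated wells without agonist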
Target sequence (O00574 whole entry, looked up): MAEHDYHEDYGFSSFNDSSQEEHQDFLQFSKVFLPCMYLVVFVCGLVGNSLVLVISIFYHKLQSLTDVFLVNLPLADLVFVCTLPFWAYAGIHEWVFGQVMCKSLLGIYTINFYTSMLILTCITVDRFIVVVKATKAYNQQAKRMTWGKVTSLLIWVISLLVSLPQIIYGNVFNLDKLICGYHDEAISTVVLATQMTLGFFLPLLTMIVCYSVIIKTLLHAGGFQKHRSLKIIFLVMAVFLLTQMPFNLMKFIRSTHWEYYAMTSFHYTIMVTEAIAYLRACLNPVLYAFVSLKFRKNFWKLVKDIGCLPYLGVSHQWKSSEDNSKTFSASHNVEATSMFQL
APJ agonist = activates the human apelin receptor APJ; activation, % at 20 µM; P35414; CHO-K1 APJ PathHunter beta-arrestin, luminescence; 0% DMSO wells, 100% apelin; hit rate 0.11% among 330,000; AID 2520;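 active = activation more than six SD over the plate average, tested at 20 µM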;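 also: 0% = DMSO alone and 100% = apelin-13 at 10 nM; some results filed as inactive read as strong as hits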
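Assay system – PathHunter CHO-K1 APJ (AGTRL-1) beta-arrestin reporter cells · Compound – one dose, 20 µM compound, 1% DMSO · Timing – compound 90 min 25 °C, reagent 1 h · Measured by – luminescence from split beta-galactosidase complementation, Galacton Star/Emerald II substrate · Measure – beta-arrestin recruitment to APJ as agonist activity, luminescent signal · Benchmarks – DMSO vs Apelin-13 10 nM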
CCR6 antag = blocks CCL20-driven beta-arrestin recruitment at human CCR6. CHO-K1 CCR6 PathHunter beta-arrestin, luminescence, CCL20-stimulated. inhibition, % at 20 µM. P51684. hit rate 0.49% among 340,000;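 active = compounds whose inhibition of the agonist-driven luminescence signal at 20 µM reaches about 50%, limit read from the data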;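 also: cells stimulated with CCL20 at 14 nM final; plate controls were DMSO with CCL20 for no effect and DMSO without agonist for full effect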
Target sequence (P51684 whole entry, looked up): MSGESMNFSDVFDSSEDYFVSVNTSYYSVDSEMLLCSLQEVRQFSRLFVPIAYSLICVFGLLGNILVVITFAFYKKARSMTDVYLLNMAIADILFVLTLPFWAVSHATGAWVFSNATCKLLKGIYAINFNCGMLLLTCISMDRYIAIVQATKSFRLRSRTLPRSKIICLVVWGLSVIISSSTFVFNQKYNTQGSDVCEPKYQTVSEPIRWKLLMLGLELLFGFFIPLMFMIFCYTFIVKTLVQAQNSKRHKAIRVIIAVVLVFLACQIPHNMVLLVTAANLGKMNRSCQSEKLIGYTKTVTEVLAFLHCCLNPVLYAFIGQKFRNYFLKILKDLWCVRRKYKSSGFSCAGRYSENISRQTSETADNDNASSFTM
An asterisk follows results filed as active; . = no result given. A portion of the library, so the mix of outcomes need not match the whole.

SMILES	APJ antag	EBI2 block	Mdm2-MdmX inh	UPR XBP1 act	CHOP UPR activ	tim23-1 inh	CXCR6 inh	APJ agonist	CCR6 antag
COC(=O)c1c(N2C(=O)[C@H]3[C@@H](C2=O)[C@]2(C(=O)Nc4ccc(C)cc42)N2CCC[C@@H]32)sc(C)c1C	-10.6	.	9.7	-2.4	-1.3	14.9	.	0.3	.
Cc1cccc(Cc2c(C)nc3nc(SCC(=O)O)nn3c2C)c1	14.3	5.5	-26.0	-2.4	2.0	3.8	-0.4	0.0	-15.6
CC(=O)n1cc([C@H]2C=C(C(=O)Nc3ccccc3)O[C@@H](OCc3ccc(CO)cc3)C2)c2ccccc21	-2.3	-8.5	73.0*	1.1	3.3	36.2	3.5	2.1	14.7
CCC(=O)Nc1ccc2nn(-c3ccc(F)cc3)nc2c1	-4.2	-3.9	-119.2	-2.9	2.5	5.7	-5.6	-1.7	15.6
N#Cc1ccc(NC(=O)COC(=O)c2ccc(F)c(S(=O)(=O)N3CCOCC3)c2)cc1	1.7	-2.3	14.8	-0.9	-2.4	16.9	-2.6	-5.1	10.9
Cc1ccc2c(c1)oc(=O)n2CC(=O)c1ccccc1	18.6	-2.9	18.6	2.9	-1.7	18.7	2.0	-4.3	0.4
CCOC(=O)c1nnn(-c2nonc2N)c1CNc1ccc(C)c(Br)c1	3.9	12.2	22.9	2.5	-0.6	6.3	5.6	0.6	16.4
COC(=O)c1cc(COc2ccc3ccc(=O)oc3c2)c(C)o1	-5.4	-8.8	-6.3	1.6	1.9	4.0	-3.0	-0.5	1.8
Nc1nc(NC(=O)/C=C/c2ccccc2)nn1-c1ccccc1	-11.3	-9.4	2.5	-0.6	5.6	-1.2	-3.1	-1.9	-0.9
CC(=O)c1ccc(-c2ccc(C(=O)N(C)Cc3nc4ccccc4c(=O)[nH]3)o2)cc1	6.7	0.2	21.8	0.8	-1.3	21.2	-13.5	2.6	-0.3
COCCSc1nnc(NC(=O)Cc2ccc(OC)cc2)s1	6.5	-2.7	14.5	-0.4	0.7	-4.8	7.1	-2.1	14.1
COc1ccccc1N1CCN(C(=O)c2cccc(NC3=NC4CS(=O)(=O)CC4S3)c2)CC1 (stereo unspecified)	15.0	-3.3	-5.5	0.2	0.2	-2.4	5.8	-1.3	10.5
COCCOC(=O)c1c(NC(=O)CNC2CCCc3ccccc32)sc(C(N)=O)c1C (stereo unspecified)	-24.8	82.0*	5.1	6.5	0.1	-13.2	5.0	-0.9	10.4
CCOC(=O)c1ccc(NC(=O)c2nc[nH]c2C(=O)N2CCc3ccccc3C2)cc1	-12.5	5.9	11.6	3.0	1.1	19.0	5.0	2.9	2.0
Cc1cccc(/C=N/n2c(C3CCCCC3)n[nH]c2=S)c1	16.9	-11.1	7.4	3.7	1.9	33.1	6.6	-2.9	12.3
O=C(/C=C/c1ccc(Cl)c(Cl)c1)Nc1cccnc1	-1.3	7.8	-2.7	2.0	3.7	8.5	-15.2	2.4	5.8
O=C(COC(=O)c1c[nH]c(=O)[nH]c1=O)Nc1ccccc1Br	13.1	5.5	0.8	-1.5	-1.1	15.1	-5.2	-2.0	-2.2
CCCNC(=O)c1cc2c3ccccc3n(C)c2s1	-15.1	8.0	19.0	-0.7	-0.3	44.4	-15.4	-3.2	30.2
CCCCc1c(O)nc(SCC(=O)N2CCOCC2)n(-c2ccccc2OC)c1=O	-4.7	-15.7	-7.4	-1.0	1.2	10.1	-8.3	1.4	8.2
CN(C)c1nc(N)nc(N(c2ccccc2)c2ccccc2)n1	8.5	4.2	5.8	0.7	-1.2	22.4	5.5	-3.1	-2.9
COc1cc(OC)cc(-c2cc3cc(F)ccc3cn2)c1	-6.3	-4.8	-87.1	4.0	3.6	33.7	0.1	-0.5	12.5
Cc1cccc2c1cnn2C(=O)CCC(=O)NCC(C)c1ccccc1 (stereo unspecified)	12.0	-3.7	12.9	-0.6	-1.7	-1.2	9.0	-1.1	4.0
CCCCCCC(=O)N/N=C/Cc1ccccc1	8.1	-14.8	5.2	-0.1	-0.1	-2.8	1.7	-1.6	7.7
Cc1cccc(NCc2ccc(Br)cc2)n1	9.0	-1.6	12.9	1.2	2.7	1.5	4.4	-2.1	14.6
CCOC(=O)[C@@H]1[C@H]2COc3ccc(Br)cc3[C@H]2N2C(=O)N(c3ccc(Cl)cc3)C(=O)[C@@]12C	4.3	.	-0.7	-2.1	-1.3	28.3	.	1.9	6.3
COc1ccc(CN(C)C(=O)C23CC4CC(CC(Cl)(C4)C2)C3)c(OC)c1OC	7.7	6.4	17.5	-3.0	0.6	34.3	-2.1	-3.9	19.6
CC(C)CN(C(=O)COC(=O)CSc1ccc([N+](=O)[O-])cc1)C1CCS(=O)(=O)C1 (stereo unspecified)	1.0	-3.8	8.1	-0.2	2.4	21.4	2.1	7.7	2.0
O=C(N/C(=C\c1ccc(Br)cc1)C(=O)N1CCCC1)c1ccccc1F	13.4	-4.0	-3.9	-0.9	0.9	23.3	5.2	-4.1	4.6
COc1ccc(NC(=O)NNC(=O)c2ccc(-c3ccccc3)cc2)c(OC)c1	-7.9	-12.7	-21.6	-4.6	1.5	16.9	-5.5	4.4	9.2
Cc1ccc(NC(=O)C(=O)NCc2ccc(/C=N/NC(=O)c3c(C)nc4ccccn34)o2)cc1	5.6	-12.4	-10.8	0.5	3.8	24.2	-5.7	-2.8	6.1
Cc1ccc(C(=O)O)cc1NC(=O)CSc1nnc(-c2ccccc2F)n1C1CCCCC1	4.8	-6.4	16.5	-1.2	-0.6	15.3	-6.7	-2.3	-6.2
CCCNC(=O)N(C)c1nncnc1C(=O)NC	-3.9	-6.0	-14.3	0.0	-2.2	-5.2	-7.8	2.1	-9.2
COc1cccc(C(=O)NCC(=O)OCc2ccc(F)cc2Cl)c1	10.7	-0.4	-19.9	-1.7	-1.1	8.3	-1.8	-0.8	1.5
CO/N=C(/CS(=O)c1ccc(Br)cc1)c1ccc(OC)cc1 (stereo unspecified)	17.0	-5.2	1.3	-2.6	-0.6	30.4	0.6	-5.2	7.2
COc1ccc(-n2nc3c(N4CCC(C(=O)NCc5ccccc5)CC4)nnc(C)c3c2C)cc1	16.3	12.6	40.9	-1.6	0.9	-13.0	1.9	2.1	-11.5
Cc1nc2ncnn2c(N2CCC(C(=O)NCC3CCCO3)CC2)c1Cc1ccccc1 (stereo unspecified)	7.5	-11.4	-15.5	0.7	-1.7	6.6	3.8	-4.8	-5.8
COc1cccc(C2c3c(oc4ccc(Cl)cc4c3=O)C(=O)N2c2cc(C)on2)c1OC (stereo unspecified)	25.5	18.7	28.6	-0.9	-3.3	-11.5	13.5	-4.1	-2.5
Cc1cc(C)c(S(=O)(=O)c2ccccc2)c(OC(=O)c2c(Cl)cccc2Cl)n1	-3.0	16.5	33.4	-0.9	-0.5	34.7	6.8	-0.7	1.5
c1cncc(C(c2nnnn2C2CCCCC2)N2CCCCC2)c1 (stereo unspecified)	6.0	5.7	8.1	0.0	0.2	12.8	4.0	-2.6	12.2
COc1cc(S(=O)(=O)N2CCCCC2)ccc1NC=O	-16.2	-3.2	16.9	-4.1	-0.2	9.7	7.7	-3.0	9.4
COC(=O)Cc1c(C(=O)OC)nnn1-c1cccc(C(F)(F)F)c1	-4.6	-8.3	-0.7	-0.9	-1.9	10.5	0.8	-3.7	-3.6
O=C(/C=C/c1cccs1)N1CCCC1	-1.5	6.7	6.6	-2.2	-0.8	7.0	2.8	-1.1	7.9
CCOC(=O)CC(NC(=O)C(CC)c1ccccc1)c1ccccc1Cl (stereo unspecified)	-5.1	10.3	2.4	-1.8	1.0	24.2	10.4	-5.1	14.5
Cc1ccc(S(=O)(=O)NCCC(=O)Nc2ccncc2)cc1C	-7.0	-10.1	24.3	-0.9	0.3	5.0	6.6	0.5	-5.8
O=[N+]([O-])c1cc([N+](=O)[O-])c2c(=Nc3ccccc3)n(-c3ccccc3)n(O)c2c1	-35.7	35.1	41.5	3.5	5.0	47.7	8.3	-2.2	15.1
CC(=O)Nc1ccc(S(=O)(=O)N(C#N)c2nc(N(C)C)nc(N(C)C)n2)cc1	-5.3	1.2	12.4	-2.6	2.7	-7.5	2.7	-2.6	-0.9
CC(C)c1ccc(N2C(=O)CC(Sc3ncccn3)C2=O)cc1 (stereo unspecified)	11.8	-2.5	14.2	0.4	1.6	6.6	-4.0	-1.0	11.2
COc1cc(S(=O)(=O)N2CCC(C(N)=O)CC2)c(C)cc1C	5.7	-5.5	-23.9	3.2	-1.6	13.8	7.5	0.8	9.5
CCOC(=O)c1c(NC(=O)COc2cccc3c2CCN(CC)C3=O)sc2c1CCC2	7.2	34.6	59.9*	0.6	-1.8	-9.0	-8.6	0.7	-15.8
CCOC(=O)c1ccc(NC(=S)N(CCCN2CCN(CC)CC2)Cc2cccs2)cc1	-7.5	1.0	-29.0	0.1	2.0	9.0	7.4	-4.7	17.9
Cc1ccc(-c2csc(NC(=O)CN3CC(C)OC(C)C3)n2)cc1 (stereo unspecified)	1.1	-1.1	26.8	-4.5	0.3	41.3	-10.0	-1.8	-2.7
COC(=O)c1ccccc1NC(=O)CS(=O)(=O)Cc1nc(-c2ccc(C)cc2)oc1C	-4.0	-1.1	14.5	-0.4	0.5	1.9	-4.7	4.1	8.7
C=CC#CC1(O)CC(C)N(C)CC1C (stereo unspecified)	-3.0	3.1	8.6	0.9	-0.1	22.9	9.0	1.2	7.0
Cc1onc(-c2c(Cl)cccc2Cl)c1COC(=O)c1ccc([N+](=O)[O-])cc1	-29.9	0.3	-23.2	0.2	2.1	1.1	-5.5	6.9	3.1
CCNS(=O)(=O)c1ccc(CCC(=O)N2CCCC2)cc1	-5.3	-4.9	0.7	-2.0	-1.3	-3.9	-7.7	1.0	-0.7
CC(=O)c1ccc(-c2nc3c4ccccc4ccn3c2C(C)=O)o1	1.1	4.9	22.0	18.1	-0.5	-1.4	-11.3	0.8	-0.3
COc1ccc(NC2(c3ccccc3)OC(=O)c3ccccc32)cc1 (stereo unspecified)	-14.0	-5.6	11.1	-1.8	0.0	5.4	-1.9	-1.7	8.2
O=C(NCc1ccccc1)c1ccc(S(=O)(=O)NCc2ccco2)cc1	-18.0	5.5	8.0	-3.0	1.3	11.4	-4.6	1.8	3.3

Whole records, looked up by structure. Order of screens: APJ antag	EBI2 block	Mdm2-MdmX inh	UPR XBP1 act	CHOP UPR activ	tim23-1 inh	CXCR6 inh	APJ agonist	CCR6 antag
Shown for COC(=O)c1ccccc1NC(=O)CS(=O)(=O)Cc1nc(-c2ccc(C)cc2)oc1C : -4.0	-1.1	14.5	-0.4	0.5	1.9	-4.7	4.1	8.7
Shown for Cc1onc(-c2c(Cl)cccc2Cl)c1COC(=O)c1ccc([N+](=O)[O-])cc1 : -29.9	0.3	-23.2	0.2	2.1	1.1	-5.5	6.9	3.1

Source: PubChem BioAssay
